Screening results from PubChem BioAssay.
Mm-Cpn inhibitor: Inhibitors of TCP-1 ring complex (TRiC) of Methanococcus maripaludis (MmCpn): qHTS. Chaperonin Mm-Cpn (Methanococcus maripaludis). Potency, µM (doses to about 76.9 µM), for the others: at the highest dose activity, negative = inhibition, most hits filed as inhibitors. purified Mm-Cpn ATPase, ADP Transcreener TR-FRET. AID 504842, 2011. 330,000 tested, 0.031% active; note: potency is the fitted concentration of half-maximal effect; % is set by controls: 0 for no effect and ±100 for the full control effect; nearly all actives have a fitted effect of over 80% in size
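Reaction buffer contained 30 mM Tris pH 7.4, 100 mM KCl, 5 mM MgCl2 and 1 mM DTT. Mm-CPN (25 nM final) hydrolysed 10 uM ATP over 30 min at 37°C; ADP was read by HTRF.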
PLK1 PBD block: qHTS for Inhibitors of PLK1-PDB (polo-like kinase 1 - polo-box domain): Primary Screen. 360,000 tested, 2.8% active. Potency, µM, without a hit: max response, negative = inhibition, actives largely listed as inhibitors. AID 720504, 2013. Plk1 PBD binding of FITC phosphopeptide, fluorescence polarization. Serine/threonine-protein kinase PLK1 (Homo sapiens), P53350; note: potency is the fitted concentration of half-maximal effect; series mostly up to about 57 µM; % is set by controls: 0 for no effect and ±100 for the full control effect; nearly all actives have a fitted effect of over 65% in size
WRN inhibitor: qHTS for Inhibitors of WRN Helicase | Bifunctional 3'-5' exonuclease/ATP-dependent helicase WRN (Homo sapiens), Q14191 | WRN helicase unwinding, fluorescent forked duplex, kinetic | Potency, µM (series often up to 114 µM), inactives show at the highest dose activity change, negative = inhibition, hits mostly inhibitors | 360,000 tested, 0.46% active; note: potency is the fitted concentration of half-maximal effect; % is set by controls: 0 for no effect and ±100 for the full control effect; nearly all actives have a fitted effect of over 55% in size
Target sequence (Q14191 whole entry, looked up): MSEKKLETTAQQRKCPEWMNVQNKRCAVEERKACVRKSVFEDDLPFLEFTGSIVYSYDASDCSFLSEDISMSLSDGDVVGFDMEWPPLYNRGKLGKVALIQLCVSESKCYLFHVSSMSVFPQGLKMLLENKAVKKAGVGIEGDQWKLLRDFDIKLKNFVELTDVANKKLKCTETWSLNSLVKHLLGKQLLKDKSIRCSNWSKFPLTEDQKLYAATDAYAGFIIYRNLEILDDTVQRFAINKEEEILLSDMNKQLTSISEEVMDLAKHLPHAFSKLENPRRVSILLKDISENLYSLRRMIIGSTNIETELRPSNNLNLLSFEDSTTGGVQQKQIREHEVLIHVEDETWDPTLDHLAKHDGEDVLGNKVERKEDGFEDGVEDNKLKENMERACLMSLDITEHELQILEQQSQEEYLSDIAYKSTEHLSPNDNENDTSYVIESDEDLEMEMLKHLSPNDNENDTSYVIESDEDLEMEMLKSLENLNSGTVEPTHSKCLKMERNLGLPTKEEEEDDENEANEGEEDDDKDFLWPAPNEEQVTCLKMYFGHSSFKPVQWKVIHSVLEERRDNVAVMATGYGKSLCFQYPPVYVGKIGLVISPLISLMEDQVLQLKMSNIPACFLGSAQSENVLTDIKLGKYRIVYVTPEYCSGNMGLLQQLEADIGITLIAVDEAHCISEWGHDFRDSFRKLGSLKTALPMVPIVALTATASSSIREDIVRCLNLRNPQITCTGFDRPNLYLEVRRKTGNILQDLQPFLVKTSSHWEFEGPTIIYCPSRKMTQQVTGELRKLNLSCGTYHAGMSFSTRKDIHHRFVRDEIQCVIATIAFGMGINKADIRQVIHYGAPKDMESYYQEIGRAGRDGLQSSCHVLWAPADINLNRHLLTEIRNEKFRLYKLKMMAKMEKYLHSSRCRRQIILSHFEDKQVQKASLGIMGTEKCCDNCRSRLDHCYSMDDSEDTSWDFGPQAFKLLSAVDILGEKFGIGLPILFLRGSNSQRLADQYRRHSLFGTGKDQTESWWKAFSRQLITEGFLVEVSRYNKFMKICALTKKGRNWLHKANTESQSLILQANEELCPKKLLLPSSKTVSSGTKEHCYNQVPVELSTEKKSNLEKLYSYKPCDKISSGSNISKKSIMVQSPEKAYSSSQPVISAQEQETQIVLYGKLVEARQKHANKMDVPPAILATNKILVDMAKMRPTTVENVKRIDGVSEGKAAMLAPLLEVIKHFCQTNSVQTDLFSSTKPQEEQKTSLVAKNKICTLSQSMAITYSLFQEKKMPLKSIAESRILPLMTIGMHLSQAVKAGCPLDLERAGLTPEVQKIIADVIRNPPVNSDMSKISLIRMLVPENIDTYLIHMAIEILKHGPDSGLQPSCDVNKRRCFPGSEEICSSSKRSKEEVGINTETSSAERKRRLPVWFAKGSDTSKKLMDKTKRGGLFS
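WRN at 20 nM final was preincubated with compound for 15 min at room temperature; reaction started with 100 nM forked duplex oligonucleotide carrying fluorophore and quencher plus 2 mM ATP (final). Unwinding followed kinetically by red fluorescence (ex 525/em 598 nm).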
EPAC2 antag: qHTS for Antagonist of cAMP-regulated guanine nucleotide exchange factor 2 (EPAC2): primary screen; Potency, µM (doses to about 114 µM), inactives show at the highest dose activity, negative = inhibition, usual class: inhibitors; Rap guanine nucleotide exchange factor 4 (Homo sapiens), Q8WZA2; EPAC2 GEF exchange of Rap1B-BODIPY-GDP, fluorescence; 360,000 tested, 0.18% active; note: potency is the fitted concentration of half-maximal effect; % is set by controls: 0 for no effect and ±100 for the full control effect; nearly all actives have a fitted effect of over 45% in size; many of its hits are not listed in these tables
EPAC1 antag: qHTS for Antagonist of cAMP-regulated guanine nucleotide exchange factor 3 (EPAC1): primary screen; EPAC1 GEF assay, Rap1b-BODIPY-GDP exchange fluorescence; Potency, µM (top dose mostly 115 µM), without a hit: top-dose activity change, negative = inhibition, usual class: inhibitors; 360,000 tested, 0.14% active; AID 720709, 2013;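 note: potency is the fitted concentration of half-maximal effect; plate controls were vehicle for no effect and positive control for full effect; nearly all actives have a fitted effect of over 50% in size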
CCT modulator: High-Throughput Screening for Modulators of Cytosolic Chaperonin Activity; activity change, % (no concentration beside the values), hits read low; 360,000 tested, 0.3% active; purified chaperonin ATPase assay, HTRF ADP detection, 30 min; AID 651819, 2012; in the data active = activity change below about -30%; note: % is set by controls: 0 for no effect and ±100 for the full control effect
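Enzyme 40 or 20 nM (batch-dependent) in Tris pH 7.4/KCl/MgCl2/DTT; cpd 76 uM single point; ATP 10 uM; 30 min 37 °C; Transcreener ADP HTRF detection, 30 min RT; ratio 665/615.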
EPAC1 ag: qHTS for Agonist of cAMP-regulated guanine nucleotide exchange factor 3 (EPAC1): primary screen. Rap guanine nucleotide exchange factor 3 (Homo sapiens), O95398. EPAC1 agonist qHTS, biochemical assay; response scale: 100% = response to 6.5 mM cAMP. Potency, µM (series often up to 154 µM), without a hit: at the top dose activation, usual class: activators. 360,000 tested, 0.073% active; note: potency is the fitted concentration of half-maximal effect; nearly all actives have a fitted effect of over 60% in size
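Nucleotide exchange assay: 100 nM EPAC1 with 250 nM Rap1B loaded with BODIPY-GDP and 50 uM GDP, room temperature. Fluorescence (480/540 nm) read every 5 min for 30 min; signal change normalized to 6.5 mM cAMP as full agonist.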
PI5P4Ka inh: qHTS for Inhibitors of phosphatidylinositol 5-phosphate 4-kinase (PI5P4K); Phosphatidylinositol 5-phosphate 4-kinase type-2 alpha (Homo sapiens), P48426; PI5P4Kalpha enzyme, ADP-Glo luminescence, 60 min; hits give low values; max response, %; 330,000 tested, 1.2% active; AID 652105, 2013; active = max response of -50% or lower; inconclusive = between -30% and -50%; inactive = -30% or higher; note: value at the top dose of about 77 µM; % is set by controls: 0 for no effect and ±100 for the full control effect
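qHTS, 1536-well: enzyme/substrate mix, compound by pin tool, 5 microM ATP final; RT 60 min; ADP-Glo reagents 1 (45 min) then 2 (30 min); luminescence.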
* hit, by the source's call; ? = inconclusive; nt = not tested or not shown; [ ] = dose if it differs, or a comment. Unless noted, calls come from the whole dose curve; as a rule, active = well fitted curve in the direction sought with a large enough effect; inconclusive = small, poorly fitted or top-dose-only effect, or another doubt; inactive = no such curve, though single readings can be large; an effect the other way counts as inactive or inconclusive. A portion of the library; the hit share may differ from the screen's.

#1 CCOC(=O)/C=C(/C)N1N=C(c2ccc(OC)cc2)CC1c1cccc([N+](=O)[O-])c1 (stereo not drawn)
#2 S=C(NCc1ccc(Cl)cc1)Nc1ccc(Cl)cc1Cl
#3 O=C(NCCN1CCOCC1)c1cc2n(n1)C(C(F)(F)F)CC(c1ccc(F)cc1)N2 (stereo not drawn)
#4 CC(C)(C)NC(=O)CN(Cc1cccs1)C(=O)CCN1CCc2ccccc21
#5 Cc1ccc(C(=O)c2ccccc2C(=O)OCC(=O)N2CC(C)CC(C)C2)cc1 (stereo not drawn)
Assay by compound	1	2	3	4	5
Mm-Cpn inhibitor	0%	-1%	1%	-1%	-3%
PLK1 PBD block	?	-10%	2%	-11%	-9%
WRN inhibitor	-22%	4%	4%	-2%	0%
EPAC2 antag	-5%	2%	9%	-7%	-19%
EPAC1 antag	-11%	-8%	2%	5%	-7%
CCT modulator	-3.1	0.9	-1.4	-1.5	-0.7
EPAC1 ag	7%	13%	-2%	3%	11%
PI5P4Ka inh	3	-5	nt	3	9

Whole records as entered above.
Profile of `O=C(NCCN1CCOCC1)c1cc2n(n1)C(C(F)(F)F)CC(c1ccc(F)cc1)N2` (stereo not drawn) = Mm-Cpn inhibitor = 1%; PLK1 PBD block = 2%; WRN inhibitor = 4%; EPAC2 antag = 9%; EPAC1 antag = 2%; CCT modulator = -1.4; EPAC1 ag = -2%; PI5P4Ka inh = nt
Profile of `S=C(NCc1ccc(Cl)cc1)Nc1ccc(Cl)cc1Cl` = Mm-Cpn inhibitor = -1%; PLK1 PBD block = -10%; WRN inhibitor = 4%; EPAC2 antag = 2%; EPAC1 antag = -8%; CCT modulator = 0.9; EPAC1 ag = 13%; PI5P4Ka inh = -5

Additional compounds follow.
#6 Cc1ccc(NC(=O)COC(=O)CSCC(=O)Nc2cc(C)on2)c(C)c1
#7 COc1ccc(OC)c(C(=O)COC(=O)COc2ccccc2F)c1
#8 CCOC(=O)C(CCSC)NC(=O)CN (stereo not drawn)
#9 Cc1ccc(Nc2nc(N)nc(COC(=O)c3ccc(Br)o3)n2)cc1
#10 O=C(NNc1cccc(Cl)c1)c1cccnc1Oc1ccccc1
Assay by compound	6	7	8	9	10
Mm-Cpn inhibitor	-3%	-1%	2%	-2%	1%
PLK1 PBD block	-1%	2%	-7%	-6%	1%
WRN inhibitor	-9%	-3%	5%	13%	4%
EPAC2 antag	9%	-2%	-2%	-4%	2%
EPAC1 antag	12%	-23%	4%	2%	-2%
CCT modulator	1.3	0.0	1.2	-0.4	-2.5
EPAC1 ag	0%	2%	5%	-6%	-1%
PI5P4Ka inh	-7	-4	1	4	-3

#11 COc1ccc(S(=O)(=O)N2CCC(C(=O)N[C@H](C(=O)NCc3ccco3)C(C)C)CC2)cc1
#12 COc1c(C)cccc1C(=O)NC(=S)Nc1ccc2c(c1)Cc1ccccc1-2
#13 C=CCC[C@H](Cc1ccc(F)cc1)C(=O)OC[C@@H](Cc1c[nH]c2ccccc12)NC(=O)[C@H](CC=C)CC(=O)NCCO
#14 CC(C)(C)OC(=O)C[C@H]1C/C=C\C[C@@H](CC(=O)N(CCO)Cc2ccccc2)C(=O)NC[C@H](c2ccccc2)OC1=O
#15 O=C(N/C(=C\c1ccccc1)C(=O)N1CCCCCC1)c1ccccc1
Assay by compound	11	12	13	14	15
Mm-Cpn inhibitor	3%	-1%	1%	2%	-1%
PLK1 PBD block	-12%	0%	-4%	4%	30µM*
WRN inhibitor	-5%	3%	-2%	7%	8%
EPAC2 antag	2%	12%	-26%	2%	2%
EPAC1 antag	-9%	3%	-26%	-4%	0%
CCT modulator	-2.9	0.2	-1.4	-2.0	-0.1
EPAC1 ag	-5%	-2%	-26%	1%	-4%
PI5P4Ka inh	-9	-2	15	0	-8

#16 O=c1cc(O)nc(-c2ccc(Cl)cc2)s1
#17 CCCn1c(-c2ccncc2)n[nH]c1=S
#18 CCOC(=O)c1c(C)oc2c(F)c(F)c(F)c(F)c2c1=O
#19 Oc1ccc(Cl)cc1C1=NNC(c2ccc(Cl)cc2)C1 (stereo not drawn)
#20 CC(C)[C@@H](N)C(=O)NC[C@H]1O[C@@H](n2cnc3c(N)ncnc32)[C@H](O)[C@@H]1O
Assay by compound	16	17	18	19	20
Mm-Cpn inhibitor	-1%	0%	0%	-5%	1%
PLK1 PBD block	?	0%	-27%	-11%	-16%
WRN inhibitor	-31%	0%	-17%[57.1 µM]	-31%	3%
EPAC2 antag	6%	-6%	-3%	-3%	19%
EPAC1 antag	19%	-12%	-6%	-19%	-10%
CCT modulator	1.3	1.0	-3.7	-2.6	-0.7
EPAC1 ag	2%	5%	5%	17%	-4%
PI5P4Ka inh	-23	-15	-19	-6	1

#21 O=C(CCN1C(=O)COc2ccccc21)NCCCN1CCN(c2ccccc2F)CC1
#22 O=C(c1cc2ccccc2oc1=O)N(Cc1ccco1)C1CCS(=O)(=O)C1 (stereo not drawn)
#23 Cc1cccc(NC(=O)CSc2nnc3ccc(-c4ccccn4)nn23)c1
#24 COCc1[nH][nH]c(=O)c1/C=N/N1CCOCC1
#25 CC(=O)Oc1ccc(-c2csc(Nc3ccccn3)n2)cc1
Assay by compound	21	22	23	24	25
Mm-Cpn inhibitor	-1%	0%	-1%	-1%	nt
PLK1 PBD block	-6%	-5%	1%	-2%	-13%
WRN inhibitor	-3%	-6%	-3%	9%	6%
EPAC2 antag	0%	-3%	-16%	8%	8%
EPAC1 antag	-1%	4%	-2%	19%	-14%
CCT modulator	-6.4	0.7	-0.9	-1.2	-1.4
EPAC1 ag	4%	-5%	3%	8%	2%
PI5P4Ka inh	nt	0	-7	0	-5

#26 Nc1ccccc1SCc1ccccc1Cl
#27 O=C(Cn1cc(C(=O)C2CC2)c2ccccc21)NC1CCCC1
#28 Cc1ccc(C)c(C(=O)CN2C(=O)c3ccccc3C2=O)c1
#29 Cc1ccc(S(=O)(=O)N2CCCCC2)cc1C(=O)NCc1ccncc1
#30 C=CCN(c1ccccc1C(=O)NCC(=O)O)S(=O)(=O)c1ccc(C)cc1
Assay by compound	26	27	28	29	30
Mm-Cpn inhibitor	-5%	-1%	2%	0%	-4%
PLK1 PBD block	15µM*	-7%	-9%	-3%	-1%
WRN inhibitor	-4%	1%	0%	0%	-15%
EPAC2 antag	-7%	-4%	-8%	-2%	0%
EPAC1 antag	-5%	-1%	0%	9%	7%
CCT modulator	1.6	1.4	-1.0	-1.0	-1.2
EPAC1 ag	-2%	4%	-2%	1%	5%
PI5P4Ka inh	0	8	6	13	-6

#31 N#Cc1cc2cc3c(cc2nc1SCC(=O)N1CCCC1)OCCO3
#32 CC(=O)c1ccc(NC(=O)C2CCCN2S(=O)(=O)c2ccc(C)cc2)cc1 (stereo not drawn)
#33 Cc1ccccc1NC(=O)N1CCN(c2ncccn2)CC1
#34 N#Cc1nc(COc2ccccc2)oc1N1CCCCCC1
#35 O=C(N/N=C/c1ccc(O)c(O)c1)N/N=C/c1ccc(O)c(O)c1
Assay by compound	31	32	33	34	35
Mm-Cpn inhibitor	-5%	-1%	-3%	-3%	-1%
PLK1 PBD block	-13%	-2%	-1%	1%	-10%
WRN inhibitor	16%	-9%	5%	6%	4µM*
EPAC2 antag	4%	-5%	2%	-19%	3%
EPAC1 antag	7%	-6%	4%	-4%	?
CCT modulator	1.3	0.9	1.9	-0.5	0.6
EPAC1 ag	7%	-3%	2%	-8%	8%
PI5P4Ka inh	0	0	-4	-3	-69*

#36 COc1ccc(N2CC(C(=O)N(CC(C)C)c3c(N)n(Cc4ccccc4)c(=O)[nH]c3=O)CC2=O)c(OC)c1 (stereo not drawn)
#37 Cc1ccccc1NC(=O)CSc1nnc(-c2ccco2)c(-c2ccco2)n1
#38 COc1ccc(NC(=O)c2cc(-c3cccnc3)nc3c(C)c(C)ccc23)c(OC)c1
#39 CC1(C(=O)Nc2ccc3c(c2)OCCO3)CN(S(C)(=O)=O)CC(=O)N1CCCn1ccnc1 (stereo not drawn)
#40 O=C(NC(=S)Nc1ccc(S(=O)(=O)Nc2nccs2)cc1)c1ccccc1
Assay by compound	36	37	38	39	40
Mm-Cpn inhibitor	0%	-5%	0%	nt	3%
PLK1 PBD block	1%	27µM*	0%	-15%	-19%
WRN inhibitor	0%	40µM*	-5%	0%	-4%
EPAC2 antag	2%	-3%	7%	0%	-6%
EPAC1 antag	0%	?	13%	7%	-21%
CCT modulator	0.8	0.4	-1.8	nt	-2.9
EPAC1 ag	-8%	2%	3%	4%	3%
PI5P4Ka inh	2	-66*	nt	1	3

#41 COc1ccc(CS(=O)(=O)/C(Cl)=C(/Cl)C(=O)Nc2ccc(OC)nc2)cc1
#42 CCC(=O)NC(Nc1nc2ccc(C)cc2s1)(C(=O)OC)C(F)(F)F (stereo not drawn)
#43 NC(=NCCc1ccccc1)c1cccc([N+](=O)[O-])c1
#44 O=C(NCCc1ccco1)c1ccc(OCc2cn3ccccc3n2)cc1
#45 O=C(COC(=O)c1cc(-c2ccc(Cl)s2)nc2ccccc12)NCc1ccco1
#46 CC(C)C(=O)N1CCN(c2ccc(NC(=O)c3cccs3)cc2)CC1
#47 COc1ccc(C(=O)COC(=O)C(CCSC)NS(=O)(=O)c2ccc(Cl)cc2)cc1 (stereo not drawn)
#48 COc1ccc(/C=C2\SC(=S)N(CCCC(=O)Nc3cc(C)on3)C2=O)cc1OC
Assay by compound	41	42	43	44	45	46	47	48
Mm-Cpn inhibitor	-6%	1%	1%	2%	?	-1%	2%	-3%
PLK1 PBD block	?	-24%	-3%	-17%	?	-14%	4%	11%
WRN inhibitor	?	12%	-4%	-15%[11.6 µM]	35µM*	11%	-8%	5%
EPAC2 antag	3%	0%	-5%	0%	-2%	3%	-5%	1%
EPAC1 antag	-21%	5%	-2%	-3%	-23%	5%	-5%	16%
CCT modulator	-0.1	1.6	-0.7	-2.2	2.6	-1.2	0.7	-1.4
EPAC1 ag	23%	7%	5%	6%	-6%	-4%	2%	11%
PI5P4Ka inh	-7	1	-1	-25	?	-2	0	4
